# Assay outcomes (PubChem BioAssay)
# ERK EGF block – inhibitors of EGF-stimulated ERK signaling pathway | HEK293-V1b, EGF-stimulated phospho-ERK AlphaScreen | Potency, µM (titrated, usually from 11.5 µM), for the others: at the highest dose activity change, negative = inhibition, usual class: inhibitors | 130,000 compounds, 0.41% hits | AID 1454; active = well fitted inhibition curve with a large enough effect; inconclusive = small, poorly fitted or top-dose-only effect, or effect the other way;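 also: plate controls were stimulated vehicle wells for no effect and unstimulated vehicle basal for full effect; nearly all actives have a fitted effect of over 55% in size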
#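 Readout: AlphaScreen signal for phosphorylated ERK in lysed HEK293 cells stably expressing V1b. Stimulus 25 nM EGF, 5 min, following 30 min compound exposure. Data scaled to DMSO basal and full EGF activation.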
# An asterisk follows results filed as active; ? = inconclusive; [ ] = dose if it differs, or a comment. Potency is read from the fitted curve at half-maximal effect. An excerpt; rates above refer to the full screens.
ERK EGF block | Molecule
1% | CCOC(=O)c1ccc(S(=O)(=O)Nc2cc(C(=O)O)ccc2Cl)cc1
-2% | CCc1ccc(C(=O)NNC(=O)CCN2CCN(Cc3ccccc3)CC2)cc1
-4%[57.5 µM] | CC(=O)c1ccc(OCC(=O)NCC(c2ccco2)N2CCCCC2)cc1 (stereo not drawn)
14% | CCOC(=O)Oc1ccc(C(=O)OCCCN(C)C)cc1OC
3% | O=C(CSc1nnc(-c2ccc(Cl)cc2)n1-c1ccccc1)N/N=C/c1ccccc1C(=O)O
2% | O=C(N/N=C/c1sc(=O)n(-c2ccccc2)c1Cl)c1ccncc1
1% | CCn1nnnc1SCC(=O)Nc1nc2ccccc2s1
-5%[57.5 µM] | O=C(Nc1ccc(Cl)cc1)c1cc2c(cc1O)[nH]c1ccccc12
-4% | O=C(c1cccnc1Cl)N1CCOCC1
-14% | COc1ccc(OC)c2[nH]c(=O)c(CCNC(=O)C(=O)c3c[nH]c4ccccc34)cc12
5% | O=S(=O)(CC(CN1CCCCC1)N1CCCCC1)c1ccccc1 (stereo not drawn)
10% | O=c1c(Cl)cc(Cl)nn1-c1ccccc1
-3% | Cc1cc(C)n2nc(SCc3nnc(-c4ccccc4Br)o3)nc2n1
6%[57.5 µM] | CCOC(=O)N1CCN(c2c(N3CCN(c4ccc(F)cc4)CC3)c(=O)c2=O)CC1
0% | O=C(NCc1ccccc1)Nc1cccn(Cc2ccccc2F)c1=O
11%[57.5 µM] | O=S1(=O)NC(=NCC(c2ccco2)N2CCCCC2)c2ccccc21 (stereo not drawn)
-4% | CCOC(=O)c1ccc(S(=O)(=O)NNC(=O)c2ccc3c(c2)nc(C)n3CC)cc1
-7%[57.5 µM] | Cc1cc(=O)[nH]c(SCC(=O)Nc2ccc(C)c(S(=O)(=O)N3CCCCC3)c2)n1
5% | COCC(C)NC(C(=O)Nc1cccc(C(C)=O)c1)c1ccccc1 (stereo not drawn)
-2% | Clc1ccc(-c2nc3ccccn3c2CN2CCCCC2)cc1
3% | CC(C)Cn1c(CN2CCN(c3ccccc3F)CC2)nc2c1c(=O)[nH]c(=O)n2C
3% | CCS(=O)(=O)c1ccc2c(c1)N(S(C)(=O)=O)CC(C(=O)NN)O2 (stereo not drawn)
-1% | CCOc1ccc(CNc2ccc(CNc3ncn[nH]3)cc2)cc1
2%[57.5 µM] | Cc1cccc(NNC(=O)C(=O)NNc2cccc(C)c2)c1
9% | O=C1C2C(C(=O)N1/N=C/c1cccc([N+](=O)[O-])c1)C1C=CC2C12CC2 (stereo not drawn)
7%[57.5 µM] | COCCCNC(=O)CCc1c(C)nc2c(-c3ccc(F)cc3)c(C)nn2c1C
1%[57.5 µM] | O=C(O)c1ccc(N2CC3CC(C2)c2cccc(=O)n2C3)c(NS(=O)(=O)c2cccc(C(F)(F)F)c2)c1 (stereo not drawn)
-19% | COc1ccc(/C(N)=N/OC(=O)CN(C)S(=O)(=O)c2ccc(C)cc2)cc1
-9% | O=c1[nH]cnc2scc(-c3cccs3)c12
-4% | O=C(NCc1ccccn1)C1CCN(S(=O)(=O)c2cc(Cl)ccc2Cl)CC1
0% | CNS(=O)(=O)c1cccc(C(=O)OCC(=O)N(CCC#N)c2ccccc2)c1
-8%[57.5 µM] | CCc1onc(C)c1C(=O)Nc1ccc2c(c1)OCO2
-7% | Cc1nnc(SCC2=C(C(=O)O)N3C(=O)C(NC(=O)Cn4nc(C(F)F)cc4C)C3SC2)s1 (stereo not drawn)
-1% | CN(C)S(=O)(=O)c1cccc(NC(=O)COC(=O)c2ccc([N+](=O)[O-])o2)c1
1% | CCOc1ccc(C(=O)N/N=C(/C)C2C(=O)c3ccccc3C2=O)cc1
3% | COc1ccc(OC)c(C2NC(=S)NC3=C2N2CCC3CC2)c1 (stereo not drawn)
-13% | CSCCC1NC(=O)N(C(C)C(=O)Nc2cc(Cl)cc(Cl)c2)C1=O (stereo not drawn)
6%[57.5 µM] | CCCCOc1ccc(C2CCC(C(C)=O)C(C)C2)cc1 (stereo not drawn)
1% | COC(=O)C1=C(O)/C(=C\c2cc(C)n(-c3ccccc3F)c2C)N=C1C
7%[57.5 µM] | CC(C)CCC(CCN1CCCC1)c1ccc2c(c1)OCO2 (stereo not drawn)
-1% | O=C(NCCSc1ccc(Cl)cc1)c1ccc(CN2CCOCC2)cc1
14% | COc1ccc(OCCNC(=O)c2cccc(Oc3ccc(C(F)(F)F)cc3[N+](=O)[O-])c2)cc1
-13%[57.5 µM] | CCOC(=O)C1C(=O)OC(C)(C)C1C(CC)C(=O)c1c(C)cc(C)cc1C (stereo not drawn)
-2%[57.5 µM] | COC(=O)CSc1nc2cc(OC)ccc2n1C
-18% | COC(=O)C1=C(C)OC(N)=C(C#N)C1c1cc2cc(C)ccc2nc1Cl (stereo not drawn)
6% | O=C(c1cccc(N2CCCC2=O)c1)N1CCN(c2ccccc2)CC1
-1%[57.5 µM] | O=S(=O)(c1ccc(N=C2NN=C(c3cc(F)ccc3F)CS2)cc1)N1CCOCC1
-6%[57.5 µM] | COc1ccc(NC(=O)CSc2nc(O)cc(=O)[nH]2)c(OC)c1
6% | Oc1ccc(Br)cc1C=Nc1ccc(Cl)cc1
-8% | CCCCNC(=O)Nc1nc2ccccc2s1

# An excerpt from above in order of molecular weight, ascending.
ERK EGF block | Molecule
-8% | CCCCNC(=O)Nc1nc2ccccc2s1
-2%[57.5 µM] | COC(=O)CSc1nc2cc(OC)ccc2n1C
6%[57.5 µM] | CCCCOc1ccc(C2CCC(C(C)=O)C(C)C2)cc1 (stereo not drawn)
6% | O=C(c1cccc(N2CCCC2=O)c1)N1CCN(c2ccccc2)CC1
-13% | CSCCC1NC(=O)N(C(C)C(=O)Nc2cc(Cl)cc(Cl)c2)C1=O (stereo not drawn)
0% | CNS(=O)(=O)c1cccc(C(=O)OCC(=O)N(CCC#N)c2ccccc2)c1
14% | COc1ccc(OCCNC(=O)c2cccc(Oc3ccc(C(F)(F)F)cc3[N+](=O)[O-])c2)cc1

# Continuation:
ERK EGF block | Molecule
1% | COc1ccccc1-c1ccc(NC2CCCCC2)nn1
5% | COc1ccccc1NC(=S)NCCC(c1ccccc1)c1ccccc1
-10%[57.5 µM] | CCOC(=O)C1CCCN(c2c(NCCc3ccc(Cl)cc3)c(=O)c2=O)C1 (stereo not drawn)
-29%[57.5 µM] | CC(=O)Nc1ccc2nc3ccccc3nc2c1
-5% | CCc1cccc(C)c1NC(=S)NCCc1c(C)[nH]c2ccc(C)cc12
? | CN1/C(=C\C(=O)c2cncc(Br)c2)C(C)(C)c2ccccc21
3% | CCN(CC)C(=O)CCc1nnc(Cc2cccc(C(F)(F)F)c2)o1
8%[57.5 µM] | O=C(c1ncc[nH]1)c1cccs1
-3% | COc1ccccc1CC1S/C(=N/N=C/c2ccco2)NC1=O (stereo not drawn)
7% | CC(C)n1nc(C(=O)Oc2ccc(Cl)cc2)c2ccccc2c1=O
5% | COc1cc(COCC(O)CN2CCN(CCN3C(=O)c4cccc5cccc(c45)C3=O)CC2)cc(OC)c1OC (stereo not drawn)
9% | COC(=O)C1=NN(C(C)=O)C2(CC(=O)N(c3cc(C)cc(C)c3)C2=O)C1 (stereo not drawn)
-1% | S=C(NCCc1ccccn1)Nc1ccc(Cl)cc1Cl
0% | O=C(CSCC(=O)N1CCCCC1)Nc1nc(-c2ccccc2)c(-c2ccccc2)s1
8% | CC(C)C(=O)NC(c1cccs1)c1cc([N+](=O)[O-])c2cccnc2c1O (stereo not drawn)
-8%[57.5 µM] | Cc1ccc(N2CCN(S(=O)(=O)N3CCOCC3)CC2)cc1C
4% | Cc1ccc(/C=N/Nc2nc(N3CCOCC3)nc(N3CCOCC3)n2)o1
7% | CC1(C)Cc2c(sc(NC(=O)c3ccc4ncsc4c3)c2C(N)=O)C(C)(C)N1
-1% | COc1cccc(C2NC(=O)NC(C)=C2C(=O)OCC2CCCO2)c1 (stereo not drawn)
5% | CC(C)NC(=O)N1CCC2(CC1)CCN(C(=O)c1cc(C(F)(F)F)cc(C(F)(F)F)c1)CC2
-4% | CCOc1ccc(NC(=S)N2CCC(c3nc4ccccc4[nH]3)CC2)cc1
3% | CCC(=O)N1CCc2cc(Br)cc(S(=O)(=O)Nc3c(C)n(C)n(-c4ccccc4)c3=O)c21
11%[57.5 µM] | Cc1ccsc1/C=N/Nc1ccc(Cl)nn1
7% | CC1Cc2ccccc2N1C(=O)COC(=O)c1ccc(Cl)nc1 (stereo not drawn)
-5% | O=C(N1CCN(Cc2ccccc2)CC1)C(Cl)(Cl)Cl

# Part of the list above, tab-delimited:
Structure	ERK EGF block
COc1cc(COCC(O)CN2CCN(CCN3C(=O)c4cccc5cccc(c45)C3=O)CC2)cc(OC)c1OC (stereo not drawn)	5%
CC1Cc2ccccc2N1C(=O)COC(=O)c1ccc(Cl)nc1 (stereo not drawn)	7%
CC1(C)Cc2c(sc(NC(=O)c3ccc4ncsc4c3)c2C(N)=O)C(C)(C)N1	7%
CC(C)NC(=O)N1CCC2(CC1)CCN(C(=O)c1cc(C(F)(F)F)cc(C(F)(F)F)c1)CC2	5%
S=C(NCCc1ccccn1)Nc1ccc(Cl)cc1Cl	-1%
O=C(N1CCN(Cc2ccccc2)CC1)C(Cl)(Cl)Cl	-5%
CC(C)n1nc(C(=O)Oc2ccc(Cl)cc2)c2ccccc2c1=O	7%

# Back to the main list; the 2 compounds before the break are reprinted first.
ERK EGF block | Molecule
7% | CC1Cc2ccccc2N1C(=O)COC(=O)c1ccc(Cl)nc1 (stereo not drawn)
-5% | O=C(N1CCN(Cc2ccccc2)CC1)C(Cl)(Cl)Cl
5% | FC(F)(F)c1ccc(N=Cc2sc(N3CCOCC3)nc2-c2ccccc2)cc1
2% | CCC(C)(C)n1nnnc1C(c1ccccn1)N1CCN(c2cccc(OC)c2)CC1 (stereo not drawn)
-6% | COC(=O)C(CC(C)C)NC(=O)/C=C/c1ccc(Cl)cc1 (stereo not drawn)
5% | O=C(O)c1c[nH]c2ccc(F)cc2c1=O
? | CN(C)c1ccc(-c2cccc(C3CC=CC4C3C(=O)N(Cc3ccccc3)C4c3ccc(C(F)(F)F)cc3)c2)cc1 (stereo not drawn)
5%[57.5 µM] | Cc1ccc(S(=O)(=O)N(Cc2cc3ccccc3[nH]c2=O)c2cccc(C)c2)cc1
1% | C=CCNC(=O)c1ccc(N(CC=C)S(C)(=O)=O)cc1
-2% | Cc1ccc(NC(=O)c2ccc(NCCCN3CCOCC3)c([N+](=O)[O-])c2)cc1Cl
1% | CC1=NN(Cc2ccccc2)C(=O)C1
6% | Cc1cc(C)c(C)c(S(=O)(=O)N2CCNCC2)c1C
-1% | N#CCC(=O)Nc1ccc(C(F)(F)F)cc1N1CCOCC1
4% | Cc1cc(C)cc(N(CC(=O)N/N=C/c2ccncc2)S(=O)(=O)c2ccccc2)c1
? | COc1ccc(-n2cccc2/C=C/[N+](=O)[O-])cc1
-13% | CCN1CCN(C(=O)Cn2cnc3sc(C)c(S(=O)(=O)N4CCN(c5ncccn5)CC4)c3c2=O)CC1
? | Cc1cc(C)cc(Oc2coc3cc(OC(=O)c4cccs4)ccc3c2=O)c1
29%[57.5 µM] | COCc1cc(=O)oc2cc(NS(=O)(=O)c3ccc(C)cc3)ccc12
-4% | CN(C)c1ccc(/C=N/NC(=O)c2ccc(CN3CCOCC3)cc2)cc1Br
1% | Cc1ccc(-c2nc3sc(C(N)=O)c(N)c3c3c2CCCC3)cc1
3% | CCOC(=O)C(=O)NC(C)CCc1ccccc1 (stereo not drawn)
3% | COc1ccccc1C(=O)NCC(=O)N/N=C/c1cc(Br)ccc1OC(=O)/C=C\c1ccco1
18% | COC(=O)c1ccccc1OCCN1CCCCCC1
3% | CCCS(=O)(=O)NCc1ccc2c(c1)cc(C)n2C
3% | CC(C)c1ccccc1NC(=O)c1ccccc1NC(=O)C1CCCCC1
-13%[57.5 µM] | C[C@H](NC(=O)OCc1ccccc1)C(=O)NNC(=O)[C@H](C)NC(=O)OCc1ccccc1
-10%[57.5 µM] | COc1ccc(C(=O)O)cc1S(=O)(=O)N(CCc1ccccc1)Cc1ccccc1

# At a glance, some entries already given.
ERK EGF block | Molecule
5% | FC(F)(F)c1ccc(N=Cc2sc(N3CCOCC3)nc2-c2ccccc2)cc1
2% | CCC(C)(C)n1nnnc1C(c1ccccn1)N1CCN(c2cccc(OC)c2)CC1 (stereo not drawn)
-6% | COC(=O)C(CC(C)C)NC(=O)/C=C/c1ccc(Cl)cc1 (stereo not drawn)
5% | O=C(O)c1c[nH]c2ccc(F)cc2c1=O

# Following part.
ERK EGF block | Molecule
3% | COc1ccc(C(=O)NCC(=O)N/N=C(C)\C=C\c2ccccc2)cc1OC
? | COc1ccc(Cc2n[nH]c(=S)n2C)cc1Br
-2% | O=C(Nc1ccccc1)N1CCCC2(CCN(C(=O)c3ccco3)CC2)C1
? | COc1ccc(OC)c(NC(=O)c2ccno2)c1
5% | O=C(NCc1nnc(SCC(=O)N2CCCC2)o1)c1ccco1
1% | CSc1nc2c(c(=O)[nH]1)C(c1ccc(F)cc1)CC(=O)N2 (stereo not drawn)
3% | Cc1c2cnn(CC(=O)Nc3c(F)c(F)cc(F)c3F)c(=O)c2c(C)n1Cc1ccccc1F
-17% | Nc1nnc(SCC(=O)OCC(=O)Nc2ccccc2F)s1
-17% | C=C1C(=O)OC2C[C@@]3(C)CCCC(=C)[C@@H]3CC12 (stereo partly drawn)
5%[57.5 µM] | COc1ccc(-n2c(=S)[nH]c3sc(-c4ccccc4)cc3c2=O)c(OC)c1
-6% | CC(=O)N1CCc2ccc(S(=O)(=O)N3CC(C)OC(C)C3)cc21 (stereo not drawn)
-3%[57.5 µM] | Cc1cc(C)nc(NC(=O)c2cccs2)n1
-6%[57.5 µM] | CC(C)(C)c1ccc(N2C(=O)CC(C/C=C/c3ccccc3)C2=O)cc1 (stereo not drawn)
2% | CCCCC(CCCCl)C(=O)Nc1ccccc1 (stereo not drawn)
2% | Cc1cc(C(=O)NCC2COc3ccccc3O2)c2ccccc2n1 (stereo not drawn)
? | COc1ccc(N=Nc2nc(-c3ccccc3)c(-c3ccccc3)[nH]2)cc1
